Bioassay records (PubChem)
TRHR agonist = qHTS for Small Molecule Agonists and Allosteric Enhancers of Human TRH Receptor: Primary Screen for Agonists. TRHR cells, calcium flux fluo-8, FDSS agonist mode. activation, % at 2 µM. hit rate 0.18% among 360,000; in the data active = activation above about 30%; also: 0% is about no effect
Target sequence (P34981 whole entry, looked up): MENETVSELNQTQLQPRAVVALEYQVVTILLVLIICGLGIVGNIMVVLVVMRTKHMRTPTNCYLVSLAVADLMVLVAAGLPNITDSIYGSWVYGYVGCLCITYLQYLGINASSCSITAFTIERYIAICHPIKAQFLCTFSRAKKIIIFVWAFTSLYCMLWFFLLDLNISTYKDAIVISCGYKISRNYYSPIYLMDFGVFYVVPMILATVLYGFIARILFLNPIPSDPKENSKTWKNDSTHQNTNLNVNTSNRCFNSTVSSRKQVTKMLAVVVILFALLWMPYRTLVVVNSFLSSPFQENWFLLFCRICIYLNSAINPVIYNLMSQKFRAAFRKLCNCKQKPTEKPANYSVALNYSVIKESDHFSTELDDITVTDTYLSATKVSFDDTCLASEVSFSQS
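Agonist-mode FDSS calcium read (Ex 480/Em 530, 1 s cycles) in 1536-well TRHR cells with fluo-8 dye, after 10-cycle baseline and 23 nL compound addition; TRH at EC20 (10 nM final) added afterwards for the enhancer phase.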
D2 ag = HTS Assay for Allosteric Agonists of the Human D2 Dopamine Receptor: Primary Screen for Agonists; D(2) dopamine receptor (Homo sapiens), P14416; HEK293 T-REx D2 cells, calcium flux agonist mode; activation, % at 2 µM; hit rate 0.53% among 340,000;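 active = activation over 3 SD above normal in the single-dose calcium agonist read, cut at about 30% in these data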; also: 0% is about no effect
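Agonism is scored from calcium flux in a force-coupled, inducible HEK293 cell line expressing D2, read kinetically for 180 s after compound addition against dopamine controls.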
TrxR1 inh = qHTS Assay for Inhibitors of Mammalian Selenoprotein Thioredoxin Reductase 1 (TrxR1): qHTS. recombinant rTrxR1, NADPH fluorescence consumption, selenite substrate. Potency, µM (doses to about 114 µM), for the others: at the top dose activity change, negative = inhibition, actives largely listed as inhibitors. hit rate 1% among 390,000. AID 588453, 2011; also: potency is read from the fitted curve at half-maximal effect; % is scaled to controls: 0 for no effect and ±100 for the full control effect; nearly all actives have a fitted effect of over 65% in size
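Rat TrxR1 (90 nM in the dispensed reagent) was pre-reduced with 400 uM NADPH for 5 min at room temperature, then incubated with compound for 15 min. After 400 uM selenite was added, NADPH fluorescence (Ex 340/Em 450 nm) was followed for 8 min.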
D2 antagonist = HTS Assay for Allosteric Antagonists of the Human D2 Dopamine Receptor: Primary Screen for Antagonists; HEK293 TREx D2 cells, calcium flux, dopamine EC80; inhibition, % at 10 µM; hit rate 2% among 340,000; in the data active = inhibition above about 30%; also: 0% is about no effect
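Read-out: kinetic calcium fluorescence (1 cycle/s) in inducible HEK293 T-REx D2 cells after an EC80 dopamine addition that followed 180 s compound preincubation. Loss of the dopamine response indicates antagonism.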
TRHR PAM = qHTS for Small Molecule Agonists and Allosteric Enhancers of Human TRH Receptor: Primary Screen for Enhancers | Thyrotropin-releasing hormone receptor (Homo sapiens), P34981 | TRHR cells, fluo-8 calcium fluorescence, EC20 TRH enhancement | enhancement, % at 2 µM | hit rate 0.66% among 360,000 | AID 493056, 2011; in the data active = enhancement above about 30%; also: 0% is about no effect
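Enhancer read-out: after compound pinning and an initial kinetic agonist-mode read, an EC20 of TRH (10 nM final) was injected and fluo-8 calcium signal (Ex 480/Em 530) followed at 1 s/cycle for 100 cycles in TRHR-expressing cells.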
Pin1 inhibitor = qHTS Assay to Find Inhibitors of Pin1; Peptidyl-prolyl cis-trans isomerase NIMA-interacting 1 (Homo sapiens), Q13526; Pin1 FP peptide displacement, HiFluor488, 10 min; Potency, µM (titrated, usually from 115 µM), for inactives: top-dose activity, negative = inhibition, hits mostly inhibitors; hit rate 0.009% among 390,000; AID 504891, 2011; active = well fitted inhibition curve with a large enough effect in the polarisation, with a control signal flat, not every such curve was filed as active; inconclusive = small, poorly fitted or top-dose-only effect, or effect the other way, or a change in a side signal; inactive = no such curve, though single readings can be large or run the other way; the % refers to the polarisation; also: potency is read from the fitted curve at half-maximal effect; % is scaled to controls: 0 for no effect and ±100 for the full control effect
Target sequence (Q13526 whole entry, looked up): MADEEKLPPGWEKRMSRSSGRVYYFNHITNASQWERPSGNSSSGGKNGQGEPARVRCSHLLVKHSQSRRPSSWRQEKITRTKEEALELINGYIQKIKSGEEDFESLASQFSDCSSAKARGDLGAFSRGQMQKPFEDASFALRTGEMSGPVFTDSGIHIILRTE
IDH1 R132H inh = qHTS for Inhibitors of mutant isocitrate dehydrogenase 1 (IDH1): qHTS; IDH1-R132H enzyme, NADPH consumption, diaphorase/resazurin fluorescence; Potency, µM (doses to about 76.6 µM), without a hit: top-dose activity change, negative = inhibition, hits mostly inhibitors; hit rate 0.093% among 390,000; also: potency is read from the fitted curve at half-maximal effect; % is scaled to controls: 0 for no effect and ±100 for the full control effect; nearly all actives have a fitted effect of over 65% in size
Target sequence (O75874 whole entry R132H, stated change not applied): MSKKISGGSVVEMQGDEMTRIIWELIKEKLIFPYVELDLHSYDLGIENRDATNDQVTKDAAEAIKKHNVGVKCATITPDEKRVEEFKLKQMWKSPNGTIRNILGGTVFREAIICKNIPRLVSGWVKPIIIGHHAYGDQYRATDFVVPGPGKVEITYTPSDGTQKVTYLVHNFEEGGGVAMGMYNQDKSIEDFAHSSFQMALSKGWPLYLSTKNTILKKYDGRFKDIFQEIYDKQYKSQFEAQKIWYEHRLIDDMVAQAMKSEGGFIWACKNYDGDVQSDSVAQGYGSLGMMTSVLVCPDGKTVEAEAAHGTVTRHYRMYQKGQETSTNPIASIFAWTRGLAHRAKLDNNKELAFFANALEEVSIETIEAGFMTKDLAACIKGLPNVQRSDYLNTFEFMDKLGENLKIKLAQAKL
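IDH1-R132H (0.5 ug/mL dispensed) in pH 7.5 Tris buffer was preincubated 30 min with compound, then given a substrate mix of 0.016 mM NADPH and 2 mM alpha-KG for 80 min at room temperature; remaining NADPH was read by diaphorase/resazurin fluorescence.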
USP1-UAF1 inh = Inhibitors of USP1/UAF1: Primary Screen | recombinant USP1/UAF1, Ub-Rhodamine cleavage fluorescence | Potency, µM (titrated, usually from 57.1 µM), for the others: top-dose activity change, negative = inhibition, most hits filed as inhibitors | hit rate 0.23% among 390,000; also: potency is read from the fitted curve at half-maximal effect; % is scaled to controls: 0 for no effect and ±100 for the full control effect; nearly all actives have a fitted effect of over 60% in size; inactives centre near -12
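1 nM enzyme complex + cpd, 15 min RT; start with Ub-Rho 150nM final; kinetic fluorescence ex 480/em 540, 6 reads q60 s. Buffer 50mM HEPES pH 7.8, 0.5mM EDTA, 0.1 mg/ml BSA, 1mM TCEP, 0.01% Tween-20.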
TrxR1 substrate = qHTS Assay for Substrates of Mammalian Selenoprotein Thioredoxin Reductase 1 (TrxR1): qHTS | Thioredoxin reductase 1, cytoplasmic (Rattus norvegicus), O89049 | purified TrxR1 substrate turnover, NADPH consumption readout | Potency, µM (titrated, usually from 114 µM), for inactives: at the top dose activity change, negative = substrate turnover | hit rate 0.01% among 390,000; also: potency is read from the fitted curve at half-maximal effect; % is scaled to controls: 0 for no effect and ±100 for the full control effect; nearly all actives have a fitted effect of over 50% in size
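Rat TrxR1, dispensed at 90 nM, was prereduced with 400 uM NADPH (final) for 5 min at ~22 deg C, then incubated with compound 15 min before 400 uM selenite. A first-read NADPH fluorescence drop versus no-compound background flagged substrates.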
The depositor's hits bear a star; ? = inconclusive; nt = not tested or not shown; & = joins results of further samples; [ ] = another dose, or the depositor's remark. Unless noted, calls follow the shape of the dose curve; as a rule, active = well fitted inhibition curve with a large enough effect; inconclusive = small, poorly fitted or top-dose-only effect; inactive = no such curve, though single readings can be large or run the other way. An excerpt; the hit share may differ from the screen's.

structure | USP1-UAF1 inh | D2 ag | TrxR1 substrate | TRHR PAM | D2 antagonist | TRHR agonist | IDH1 R132H inh | TrxR1 inh | Pin1 inhibitor
CC(Nc1cccc2ccccc12)C(=O)N/N=C/c1ccc([N+](=O)[O-])cc1 (stereo unspecified) | -26% | 0.1 | -1%[57.1 µM] | -6 | 11 | 4.3 | -1% | -3%[57.1 µM] | -7%
COc1cc(OC)cc(C(=O)Nc2ccc3nc4n(c(=O)c3c2)CCCCC4)c1 | -17%&-10% | 0.1&0.6 | -10%&-9% | -1&-3 | 0 | -2.0&-2.1 | -9%&-11% | 3%&-8% | -1%&-4%
CCOc1ccc(NC2=CC(=O)C(=O)c3ccccc32)cc1 | 25µM* | nt | 5%[11.4 µM] | nt | nt | nt | 7% | 6%[11.4 µM] | -1%
Cc1ccc(S(=O)(=O)c2nnn3c2nc(N2CCN(c4ccccc4F)CC2)c2cc(Cl)ccc23)cc1C | -9% | 0.3 | 2% | 15 | nt | -0.4 | 0% | 21% | 1%
CNC(=O)CN(c1cc(C)ccc1OC)S(=O)(=O)c1ccc(C)cc1 | -7% | 0.2 | -5% | 0 | -7 | -0.3 | 18% | -7% | 5%
COc1cccc(CNC(=O)c2sc3nc(C)cc(C)c3c2-n2cccc2)c1OC | -18% | -1.6 | 0% | 12 | nt | -0.7 | 24% | 5% | -11%
Cc1cc(C)n(CC(=O)n2c3ccccc3c3ccccc32)n1 | -2% | -1.0 | -2% | 4 | 27 | -0.7 | 1% | -4% | 6%
Cn1ccnc1C(OC(=O)c1ccccc1)C(F)(F)F (stereo unspecified) | -13% | nt | 7% | -7 | nt | 0.2 | 3% | 24% | -1%
Cc1cc(NC(=O)CSc2nnc(-c3ccccc3)n2C)no1 | -11% | nt | 2%[11.4 µM] | -6 | nt | 0.6 | 5% | 9%[11.4 µM] | 2%
NC(=O)CC(NC(=O)c1ccccc1)c1ccc(NCCN2CCOCC2)c([N+](=O)[O-])c1 (stereo unspecified) | 15% | -1.5 | 11%[57.1 µM] | -4 | -19 | 0.1 | -5% | 29%[57.1 µM] | -1%
CC(=O)Nc1ccc2c(c1)CCC2=O | -10% | 0.7 | 4% | 5 | 2 | 1.7 | 4% | 12% | 6%
CCn1c(CCCc2ccc(OC)c(C)c2)n[nH]c1=S | -16% | -0.9 | 6% | -3 | 8 | -0.4 | 11% | 12% | 4%
COc1ccc(OC)c(C(=O)c2ccc(C(=O)Nc3ccccc3)cc2)c1 | -2% | -0.8 | -14% | -1 | 17 | 0.0 | 4% | -13% | 1%
O=C(Cc1ccc(O)cc1)N/N=C/c1cccs1 | -6% | 0.3 | -8% | -2 | 4 | 0.7 | -7% | 9% | -11%
COCC1CCCCN1Cc1cn(-c2ccccc2)nc1-c1ccc2c(c1)OCO2 (stereo unspecified) | -7% | -0.1 | 37% | 7 | -12 | -0.3 | 8% | 20%[57.1 µM] | 12%
CC(NC(=O)CCSCc1ccccc1F)c1ccccc1 (stereo unspecified) | -9%&-1% | -0.4&0.4 | -14%&0%[57.1 µM] | -6&0 | 12 | 0.2&-1.2 | 4%&-9% | 22%&11%[57.1 µM] | -2%&-8%
NCC(c1ccccc1)(c1ccccc1)c1ccccc1 | -14% | 2.3 | -3% | 18 | -2 | 0.8 | 3% | -3% | 3%
O=C(Cc1c(C(=O)O)[nH]c2ccccc12)Nc1ccc2c(c1)OCO2 | 2% | -1.3 | 7% | -4 | 5 | -0.1 | 13% | 21% | -1%
O=C(CN1C(=O)NC2(CCOc3ccccc32)C1=O)c1ccc(Br)cc1 (stereo unspecified) | -9% | -0.4 | -10% | 2 | 1 | -0.2 | -9% | 11% | 1%
CC(C(=O)Nc1ccc(Cl)cc1Cl)N1C(=O)NC2(CCCC2)C1=O (stereo unspecified) | -19% | 0.4 | -1% | 24 | -7 | 0.4 | -6% | 7% | -2%
Cc1ccc(C(=O)NNC(=O)c2ccncc2)cc1[N+](=O)[O-] | -22% | 1.2 | -6% | 4 | -10 | 0.1 | 2% | 11% | 2%
COc1cccc(/C=C2/NC(=O)N(CC(=O)Nc3ccc(C)cc3)C2=O)c1OCc1cccc(C(=O)O)c1 | 25µM* | 0.9 | 33%[activator] | -1 | -16 | -0.6 | 7% | 29% | nt
CC(C)(C)OC(=O)N1CCCC1C(=O)N1CCCC1C(=O)N1CCCC1C(=O)O (stereo unspecified) | -13% | 0.4 | -6% | -3 | -3 | 0.2 | 2% | -9% | -4%
CCCCN(CC(O)COc1cccc(C)c1)CC(O)COc1cccc(C)c1 (stereo unspecified) | ? | -0.3 | -19%[57.1 µM] | 4 | -29 | 0.3 | 9% | 8%[57.1 µM] | 1%
COc1cccc(CNC(=O)c2cc(C)nc3c2c(C)nn3-c2cccc(F)c2)c1 | -7% | -3.8 | 98%[activator] | -7 | nt | -1.6 | 16% | 67%[activator] | 34%[activator]
CCn1c(C)csc1=NC(=O)c1ccccc1O | -4% | -2.2 | 0% | 8 | 5 | -0.3 | -2% | 12%[57.1 µM] | -1%
CC12CCC(=O)N1C(C(=O)Nc1cccc(F)c1)CS2 (stereo unspecified) | -2% | 0.2 | -1% | 5 | 1 | 0.8 | 4% | 16% | 3%
O=C(CNC(=S)NC(=O)c1ccco1)c1ccccc1 | -14% | 0.1 | 5% | -2 | 23 | 0.9 | 8% | -4% | 0%
Cc1cn([C@H]2C[C@H](O)[C@@H](CCC(=O)NCCN3CCCCC3)O2)c(=O)[nH]c1=O | -23% | nt | 0% | nt | nt | nt | -1% | 7% | -5%
C[C@H](NC(=O)c1ccccc1Cl)C(=O)NCCc1ccc(S(N)(=O)=O)cc1 | -8% | -0.1 | 1% | 1 | -27 | 0.3 | 10% | 14% | -1%
COC(=O)c1sc2nc(CN3CCN(c4ccc(OC)cc4)CC3)[nH]c(=O)c2c1C | -18% | 3.3 | 2%[11.4 µM] | -5 | 3 | 0.3 | 4% | 8%[11.4 µM] | 31%[activator]
O=C1C2C3CC(C(Br)C3Br)C2C(=O)N1c1ccccn1 (stereo unspecified) | -5% | -0.4 | 2% | 1 | 3 | 0.6 | -3% | 7% | -1%
CCN(CC(=O)Nc1c(F)cccc1F)C(=O)CN1C(=O)NC2(CCCC2)C1=O | -19% | 0.2 | -2%[57.1 µM] | -2 | -6 | 0.1 | -8% | 1%[57.1 µM] | -4%
O=c1cc(-c2ccco2)nc(SCc2cccc(Cl)c2)[nH]1 | -25% | -0.1 | 0% | -3 | -1 | -0.1 | -8% | 10% | 1%
O=C(NCCc1ccccc1)c1ccc(-c2ccc(F)cc2)o1 | ? | -2.0 | 12% | -4 | -21 | -3.6 | 0% | 33% | -4%
CCn1c(=S)sc2c(=O)n(CC(=O)Nc3cccc(Br)c3)c(C)nc21 | -16% | 0.0 | -4% | -1 | -8 | 0.4 | -8% | 17% | -6%

Sorted by count of non-hydrogen atoms (rising): some entries from above
structure | USP1-UAF1 inh | D2 ag | TrxR1 substrate | TRHR PAM | D2 antagonist | TRHR agonist | IDH1 R132H inh | TrxR1 inh | Pin1 inhibitor
CCn1c(C)csc1=NC(=O)c1ccccc1O | -4% | -2.2 | 0% | 8 | 5 | -0.3 | -2% | 12%[57.1 µM] | -1%
CC12CCC(=O)N1C(C(=O)Nc1cccc(F)c1)CS2 (stereo unspecified) | -2% | 0.2 | -1% | 5 | 1 | 0.8 | 4% | 16% | 3%
O=c1cc(-c2ccco2)nc(SCc2cccc(Cl)c2)[nH]1 | -25% | -0.1 | 0% | -3 | -1 | -0.1 | -8% | 10% | 1%
O=C(NCCc1ccccc1)c1ccc(-c2ccc(F)cc2)o1 | ? | -2.0 | 12% | -4 | -21 | -3.6 | 0% | 33% | -4%
Cc1cn([C@H]2C[C@H](O)[C@@H](CCC(=O)NCCN3CCCCC3)O2)c(=O)[nH]c1=O | -23% | nt | 0% | nt | nt | nt | -1% | 7% | -5%
COc1cccc(CNC(=O)c2cc(C)nc3c2c(C)nn3-c2cccc(F)c2)c1 | -7% | -3.8 | 98%[activator] | -7 | nt | -1.6 | 16% | 67%[activator] | 34%[activator]

Next section:
structure | USP1-UAF1 inh | D2 ag | TrxR1 substrate | TRHR PAM | D2 antagonist | TRHR agonist | IDH1 R132H inh | TrxR1 inh | Pin1 inhibitor
CC(=O)Nc1ccc(NC(=O)COC(=O)/C(=C/c2ccccc2)n2nnnc2C)cc1 | -22% | 0.6 | 2% | 4 | 4 | 1.5 | 0% | 71µM* | 2%
O=C(CC1C(=O)NCCN1Cc1c(F)cccc1Cl)NC1CCCC1 (stereo unspecified) | -2% | 0.8 | 8%[57.1 µM] | 15 | -8 | 1.6 | 9% | -2%[57.1 µM] | 1%
Cn1c(Cc2csc(N)n2)nnc1SCC(=O)NC1CCCCC1 | -11% | 1.2 | 8%[57.1 µM] | 2 | -10 | 0.2 | 0% | -3%[57.1 µM] | 3%
CC(CCc1ccccc1)NC(=O)CNC(=O)COc1ccccc1 (stereo unspecified) | -21% | -0.4 | 5%[57.1 µM] | -3 | 6 | 0.3 | 5% | 3%[57.1 µM] | 3%
CCc1nnc(NC(=O)c2cc(=O)c3cc(C)c(C)cc3o2)s1 | -8% | -0.8 | -4% | -4 | nt | 2.6 | -6% | -4% | 0%
O=C(NCc1ccccc1)C1=C[C@H](C2CCCCC2)C[C@H](OCc2ccc(CO)cc2)O1 | -2% | 0.1 | -4% | 3 | 12 | 0.7 | 7% | 27% | ?
